Screening results deposited in PubChem by Broad Institute.
IDE exosite FP – exo-site inhibitors of human insulin-degrading enzyme | P14735 | purified IDE, FL-6b probe fluorescence polarization; stronger effect = lower value | z-score at 20 µM | actives 6.3% (n = 17,000) | AID 1259349;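 active = z-score of -3 or lower, meaning strong loss of probe binding signal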;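 note: His-tagged human IDE residues 42-1019 made in E. coli with 30 nM FL-6b probe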
Target sequence (P14735 42-1019 limits assumed): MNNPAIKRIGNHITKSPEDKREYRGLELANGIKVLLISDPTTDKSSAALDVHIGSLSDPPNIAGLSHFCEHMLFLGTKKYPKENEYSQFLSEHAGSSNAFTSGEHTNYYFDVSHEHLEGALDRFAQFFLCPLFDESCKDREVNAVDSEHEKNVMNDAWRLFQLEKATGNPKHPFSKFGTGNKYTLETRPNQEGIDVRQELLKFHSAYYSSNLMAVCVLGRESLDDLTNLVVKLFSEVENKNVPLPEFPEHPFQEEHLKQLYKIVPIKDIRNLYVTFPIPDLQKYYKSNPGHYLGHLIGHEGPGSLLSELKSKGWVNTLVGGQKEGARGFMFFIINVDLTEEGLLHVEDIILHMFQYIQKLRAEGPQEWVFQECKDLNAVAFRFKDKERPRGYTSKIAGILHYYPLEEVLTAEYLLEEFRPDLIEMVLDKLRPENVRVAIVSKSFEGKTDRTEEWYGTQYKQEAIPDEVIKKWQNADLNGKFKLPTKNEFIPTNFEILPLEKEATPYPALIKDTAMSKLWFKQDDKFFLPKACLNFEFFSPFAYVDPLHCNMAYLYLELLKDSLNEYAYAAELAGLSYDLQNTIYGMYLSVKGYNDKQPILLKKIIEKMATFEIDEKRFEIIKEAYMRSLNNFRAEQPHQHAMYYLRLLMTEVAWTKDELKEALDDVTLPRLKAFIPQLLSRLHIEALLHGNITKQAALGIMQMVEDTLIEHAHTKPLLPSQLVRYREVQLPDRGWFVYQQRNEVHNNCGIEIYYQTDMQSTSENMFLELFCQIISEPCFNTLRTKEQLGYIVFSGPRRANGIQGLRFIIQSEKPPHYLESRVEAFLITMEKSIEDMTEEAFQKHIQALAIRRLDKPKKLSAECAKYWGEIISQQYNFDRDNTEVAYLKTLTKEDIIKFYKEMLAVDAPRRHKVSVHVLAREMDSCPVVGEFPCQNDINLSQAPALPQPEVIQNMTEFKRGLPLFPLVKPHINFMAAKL
* hit, by the source's call; & = joins results of further samples; ! = not confirmed by another sample. Only part of the results is shown (hit frequency here may not be typical).

mol | IDE exosite FP
CC(C)C#Cc1ccc([C@@H]2[C@@H](CO)N3CCCCN(S(=O)(=O)Cc4ccccc4)C[C@H]23)cc1 | 1.18
O=C(c1cnccn1)N1CC(=O)N2[C@H](C1)[C@H](c1ccc(-c3cccc(F)c3)cc1)[C@@H]2CO | -0.649
CC(C)NC(=O)N1CCCCN2[C@H](CO)[C@@H](c3ccc(Br)cc3)[C@@H]2C1 | 1.68
CC(C)(O)C#Cc1ccc([C@H]2[C@@H](CO)N3CCCCN(C(=O)c4cccnc4)C[C@@H]23)cc1 | 1.09
N#C[C@@H]1[C@@H](c2ccc(-c3cccnc3)cc2)[C@H](CO)N1C(=O)C1CC1 | 0.442
C[C@H](CO)N1C[C@H](C)[C@@H](CN(C)S(C)(=O)=O)Oc2ccc(NC(=O)NC3CCCCC3)cc2C1=O | 0.0236
CCC(=O)N1CC[C@H]2[C@@H]1c1cc(-c3ccc(C#N)cc3)ccc1N(C)[C@H]2CO | -0.903
C[C@@H](NC(=O)C[C@H]1CC[C@@H]2[C@H](COC[C@@H](O)CN2C(=O)Nc2cccc(Cl)c2)O1)c1ccccc1 | -0.897
O=C(C1CC1)N1CC(=O)N2[C@@H](CO)[C@@H](c3ccc(-c4ccccc4F)cc3)[C@@H]2C1 | -8.4*
O=C(c1cccc(F)c1)N1CCCCN2[C@@H](CO)[C@H](c3ccc(C#CC4(O)CCCC4)cc3)[C@@H]2C1 | -1.03
O=C(C[C@@H]1C[C@H]2c3cc(NC(=O)Nc4ccccc4)ccc3O[C@H]2[C@H](CO)O1)NCc1ccccc1 | -0.633
CCS(=O)(=O)N1CC(=O)N2[C@@H](CO)[C@H](c3ccc(-c4ccccc4F)cc3)[C@@H]2C1 | 2.24
O=C(c1ccccc1F)N1CC(=O)N2[C@H](CO)[C@H](c3ccc(-c4cccnc4)cc3)[C@@H]2C1 | 0.931
CCCC(=O)Nc1ccc2c(c1)C(=O)N(C)[C@@H]1CC[C@H](CC(=O)NCc3cccc(F)c3)O[C@H]1CO2 | -0.206
C/C=C/c1ccc([C@H]2[C@@H](CO)N(CCC)[C@H]2CN(CC)C(=O)c2ccccn2)cc1 | -1.18
O=C(C[C@H]1C[C@@H]2c3cc(NC(=O)CC4CC4)ccc3O[C@@H]2[C@H](CO)O1)NCC1CC1 | -0.783
CCCC#Cc1ccc([C@@H]2[C@H](CO)N3C(=O)CN(S(=O)(=O)Cc4ccccc4)C[C@@H]23)cc1 | 2.62
C/C=C/c1ccc([C@@H]2[C@H](C#N)N(C(=O)NC3CCCCC3)[C@H]2CO)cc1 | 0.599
CO[C@H]1CN(C)C(=O)c2cc(NC(=O)c3nc4ccccc4s3)ccc2OC[C@H](C)NC[C@H]1C | 1.26
COc1ccc2c3c([nH]c2c1)[C@@H](CO)N(C(=O)Nc1ccc(F)cc1)CC31CN(C(=O)Nc2c(C)noc2C)C1 | 1.31

Reprinted from the part before: 2 entries, then new ones.
mol | IDE exosite FP
CO[C@H]1CN(C)C(=O)c2cc(NC(=O)c3nc4ccccc4s3)ccc2OC[C@H](C)NC[C@H]1C | 1.26
COc1ccc2c3c([nH]c2c1)[C@@H](CO)N(C(=O)Nc1ccc(F)cc1)CC31CN(C(=O)Nc2c(C)noc2C)C1 | 1.31
Cc1ccc(S(=O)(=O)N[C@@H]2C=C[C@H](CC(=O)NCc3ccc(Cl)c(Cl)c3)O[C@H]2CO)cc1 | -0.462
O=C(C[C@@H]1CC[C@H]2[C@@H](COC[C@@H](O)CN2C(=O)c2ccc3c(c2)OCO3)O1)NC1CCC1 | -0.00899
CO[C@H]1CN(C)C(=O)c2cc(NC(=O)NC(C)C)ccc2OC[C@H](C)N(C(=O)CN(C)C)C[C@H]1C | -0.369
OC[C@@H]1[C@H](c2ccc(C3=CCCC3)cc2)[C@H]2CN(Cc3cccnc3)CCCCN12 | 4.84
COc1cccc(-c2ccc(C3[C@@H]4CN(C(=O)Cc5ccncc5)C[C@H]3N4)cc2)c1 (some centres not stated) | -0.543
O=C(C[C@H]1CC[C@H]2[C@@H](COC[C@@H](O)CN2CCC(F)(F)F)O1)NCC1CC1 | 0.762
O=C(Nc1cccc(F)c1)N1CCCCN2[C@@H](CO)[C@H](c3ccc(C#Cc4ccccc4)cc3)[C@@H]2C1 | -3.53*
Cc1ccccc1-c1ccc(C2[C@@H]3CN(C(=O)c4ccc(F)cc4)C[C@H]2N3)cc1 (some centres not stated) | -10.1*!
N#C[C@@H]1[C@@H](c2ccc(C3=CCCCC3)cc2)[C@H](CO)N1C(=O)CN1CCOCC1 | -1.7
N#C[C@H]1[C@@H](c2ccc(C#CC3CCCC3)cc2)[C@H](CO)N1C(=O)Cc1ccccn1 | 4.78
CO[C@@H]1CN(C)C(=O)c2cc(NC(=O)NC3CCCCC3)ccc2OC[C@@H](C)N(CC2CCOCC2)C[C@H]1C | 0.139
O=C(NC[C@H]1N[C@H](CO)[C@@H]1c1ccccc1)c1ccccc1F | 0.716
CC(C)NC[C@@H]1[C@@H](c2ccc(C3=CCCCC3)cc2)[C@H](CO)N1C(=O)NC(C)C | 3.86
COc1ccc([C@@H]2C/C=C\C[C@H](c3ccc4c(c3)OCO4)NC(=O)CCC(=O)N2)c(OC)c1 | 0.957
CC(C)CC#Cc1ccc([C@@H]2[C@H]3CN(C(=O)NC4CCCCC4)CC(=O)N3[C@H]2CO)cc1 | 0.858
CN(C)CC#Cc1ccc([C@H]2[C@H]3CN(S(=O)(=O)c4ccccc4F)CCCCN3[C@H]2CO)cc1 | 1.11
CCCNC(=O)N1C[C@@H](O)COC[C@H]2O[C@H](CC(=O)OC)CC[C@@H]21 | 1.16
O=C1CN(Cc2ccc(F)cc2)C[C@@H]2[C@H](c3ccc(Br)cc3)[C@@H](CO)N12 | 3.77
COCCNC(=O)C[C@H]1CC[C@H]2[C@@H](COC[C@@H](O)CN2S(=O)(=O)c2ccccc2F)O1 | -0.218
CN(C)CC(=O)N1[C@H](CO)[C@@H](c2ccccc2-c2ccccc2F)[C@@H]1C#N | 0.605
CCN(C[C@@H]1N[C@@H](CO)[C@H]1c1ccccc1)C(=O)c1ccncc1 | 0.85
CS(=O)(=O)N1[C@H](C#N)[C@H](c2ccccc2-c2ccccc2F)[C@H]1CO | -0.992
CO[C@H](CN(C)C(=O)c1cnccn1)[C@H](C)CN([C@H](C)CO)S(=O)(=O)c1ccccc1 | 1.66
O=C(Cc1cccnc1)N1CC(=O)N2[C@H](CO)[C@@H](c3ccc(/C=C/c4ccccc4)cc3)[C@@H]2C1 | -0.701
C/C=C/c1ccc([C@@H]2[C@@H](CO)N3C(=O)CN(S(=O)(=O)c4ccccc4)C[C@@H]23)cc1 | -0.456
CCCNC(=O)N1CC(=O)N2[C@H](C1)[C@H](c1ccc(-c3ccc(F)cc3)cc1)[C@@H]2CO | -0.28
O=C(CCN1CCCCC1)N[C@@H]1CC[C@H](CCn2cc(-c3cccc(F)c3)nn2)O[C@@H]1CO | 2.6
COCC(=O)N1[C@@H](CO)[C@H](c2ccc(-c3ccccc3OC)cc2)C12CN(C(C)=O)C2 | -0.564
Cc1ccccc1-c1ccc([C@@H]2[C@@H](CO)N3CCCCN(S(=O)(=O)Cc4ccccc4)C[C@H]23)cc1 | 0.958
O=C1CN(Cc2ccc(F)cc2)C[C@H]2[C@@H](c3ccc(Br)cc3)[C@@H](CO)N12 | 2.43
CCC(=O)NC[C@@H]1[C@H](c2ccccc2)[C@H](CO)N1C(=O)C1CCC1 | 2.97
Cc1ccccc1S(=O)(=O)N1[C@H](C#N)[C@H](c2ccc(-c3ccc(F)cc3)cc2)[C@H]1CO | 1.65
O=S(=O)(Cc1ccccc1)N1CCCCN2[C@H](CO)[C@H](c3ccc(-c4ccc(F)cc4)cc3)[C@H]2C1 | 3.32
CO[C@@H](C(=O)N(C)C[C@H]1OCc2ccccc2-c2ccccc2C(=O)N([C@H](C)CO)C[C@H]1C)c1ccccc1 | -0.155
C[C@@H]1CN([C@H](C)CO)C(=O)Cc2cc(N(C)C)ccc2O[C@H]1CN(C)C(=O)NC1CCCCC1 | -0.478
N#C[C@@H]1[C@@H](c2ccccc2-c2ccccc2)[C@@H](CO)N1C(=O)NC1CCCC1 | 1.01
Cc1ccccc1S(=O)(=O)N1CC(=O)N2[C@H](C1)[C@H](c1ccc(C#Cc3ccccc3)cc1)[C@@H]2CO | -1.91
CN(C)CC(=O)N1[C@@H](CO)[C@@H]2c3ccccc3N(C(=O)Cc3ccccc3)C[C@@H]21 | 2.6
COc1ccc2c3c([nH]c2c1)[C@@H](CO)N(Cc1ccncc1)CC31CN(C(=O)CN(C)C)C1 | -0.567
CN1C(=O)c2cc(NC(=O)Nc3ccccc3Cl)ccc2OC[C@H]2O[C@H](CC(=O)O)CC[C@@H]21 | -6.19*
N#C[C@@H]1[C@H](c2ccccc2-c2cccc(F)c2)[C@H](CO)N1C(=O)C1CCC1 | 2.89
CCCNC(=O)N1CC2(C1)CN(C(=O)Nc1ccc(F)cc1)[C@@H](CO)c1[nH]c3cc(OC)ccc3c12 | 0.39
N#C[C@H]1[C@@H](c2ccccc2)[C@@H](CO)N1S(=O)(=O)c1ccc(-c2ccccc2)cc1 | 1.6
C[C@@H]1CN([C@H](C)CO)C(=O)c2cc(NC(=O)CCC(F)(F)F)ccc2O[C@@H](C)CCCCO[C@@H]1CN(C)C(=O)c1ccncc1 | 1.03
CCCC#Cc1ccc([C@@H]2[C@@H](CO)N3C(=O)CN(C(=O)CN4CCOCC4)C[C@H]23)cc1 | 1.81
O=C(c1ccc2c(c1)OCO2)N1CC(=O)N2[C@@H](CO)[C@H](c3ccc(C#CCC4CCCC4)cc3)[C@@H]2C1 | 5.08
OC[C@@H]1[C@H](c2ccc(-c3ccc(F)cc3)cc2)[C@H]2CN(Cc3cccnc3)CCCCN12 | 1.16
Cc1ccc(S(=O)(=O)N2[C@@H]3CNC[C@H]2C3c2ccc(-c3cccc(F)c3)cc2)cc1 (some centres not stated) | 4.11&3.04
Cc1ccc(-c2ccc([C@H]3[C@H](CO)N4CCCCN(Cc5cncnc5)C[C@@H]34)cc2)cc1 | 3.25
C[C@H]1CCCCO[C@H](CN(C)C(=O)NC2CCCCC2)[C@@H](C)CN([C@@H](C)CO)C(=O)c2cc(N(C)C)ccc2O1 | -0.187
CC(=O)N1CCCCN2[C@H](CO)[C@H](c3ccc(Br)cc3)[C@H]2C1 | 1.41
COC(=O)c1ccc(CN2CC(=O)N3[C@@H](CO)[C@H](c4ccc(-c5ccccc5F)cc4)[C@@H]3C2)cc1 | 1.62
C[C@@H]1CN([C@H](C)CO)C(=O)c2c(c3ccccc3n2C)-c2ccccc2CO[C@@H]1CN(C)C(=O)Nc1ccc2c(c1)OCO2 | 0.639
CCS(=O)(=O)N1CCCCN2[C@H](CO)[C@@H](c3ccc(C#Cc4ccccc4OC)cc3)[C@H]2C1 | -6.48*
CCCC(=O)N1CC2(CN(C(=O)C3CC3)C2)c2c(n(C)c3cc(OC)ccc23)[C@H]1CO | -0.167
CC(C)CC#Cc1ccc([C@H]2[C@H](CO)N3CCCCN(C(=O)c4ccc5c(c4)OCO5)C[C@@H]23)cc1 | 2.13
CC(C)NC[C@@H]1[C@H](c2ccc(C3=CCCCC3)cc2)[C@H](CO)N1C(=O)NC(C)C | 2.72
COc1ccc(S(=O)(=O)Nc2ccc3c(c2)C(=O)N([C@H](C)CO)C[C@H](C)[C@H](CN(C)C(=O)Nc2c(C)noc2C)OCCCC[C@@H](C)O3)cc1 | -0.133
CCc1cnc(N2[C@@H](C#N)[C@H](c3ccccc3)[C@@H]2CO)s1 | 2.9
COCC(=O)N1CCCCN2[C@H](CO)[C@H](c3ccc(-c4ccc(F)cc4)cc3)[C@H]2C1 | 0.365

The closing 6 compounds of the part above are carried over, then new ones follow:
mol | IDE exosite FP
CCCC(=O)N1CC2(CN(C(=O)C3CC3)C2)c2c(n(C)c3cc(OC)ccc23)[C@H]1CO | -0.167
CC(C)CC#Cc1ccc([C@H]2[C@H](CO)N3CCCCN(C(=O)c4ccc5c(c4)OCO5)C[C@@H]23)cc1 | 2.13
CC(C)NC[C@@H]1[C@H](c2ccc(C3=CCCCC3)cc2)[C@H](CO)N1C(=O)NC(C)C | 2.72
COc1ccc(S(=O)(=O)Nc2ccc3c(c2)C(=O)N([C@H](C)CO)C[C@H](C)[C@H](CN(C)C(=O)Nc2c(C)noc2C)OCCCC[C@@H](C)O3)cc1 | -0.133
CCc1cnc(N2[C@@H](C#N)[C@H](c3ccccc3)[C@@H]2CO)s1 | 2.9
COCC(=O)N1CCCCN2[C@H](CO)[C@H](c3ccc(-c4ccc(F)cc4)cc3)[C@H]2C1 | 0.365
CCCNC(=O)N1[C@@H](CO)[C@@H]2c3ccccc3N(C(=O)Nc3cccc(Cl)c3)C[C@@H]21 | 1.24
O=C(NC[C@@H]1[C@@H](c2ccccc2)[C@@H](CO)N1Cc1cccnc1)c1ccccn1 | 0.311
C[C@@H](O)C#Cc1ccc([C@@H]2[C@H](CO)N3CCCCN(S(=O)(=O)c4ccccc4)C[C@@H]23)cc1 | 0.519
CC(C)N(C[C@H]1[C@@H](c2ccccc2)[C@@H](CO)N1CC1CC1)C(=O)C1CCC1 | 1.02
COc1ccc(-c2ccc([C@@H]3[C@@H](CO)N4C(=O)CN(C(=O)Cc5ccccn5)C[C@@H]34)cc2)cc1 | -1.92
CCS(=O)(=O)N1CC(=O)N2[C@H](CO)[C@@H](c3ccc(C#CCC4CCCC4)cc3)[C@H]2C1 | 1.57
O=S(=O)(NC[C@@H]1[C@@H](c2ccccc2)[C@H](CO)N1CC1CC1)c1ccccc1 | -1.07
O=C(c1cccnc1)N1CCCCN2[C@@H](CO)[C@H](c3ccc(C#Cc4cccnc4)cc3)[C@@H]2C1 | 0.61
Cc1ccccc1S(=O)(=O)N1CC(=O)N2[C@H](CO)[C@@H](c3ccc(C#CC4CC4)cc3)[C@@H]2C1 | 0.434
CO[C@@H]1CN(C)C(=O)c2ccc(NC(=O)c3nc4ccccc4s3)cc2OC[C@H](C)N(Cc2cccnc2)C[C@H]1C | 0.266
CN(C)CC#Cc1ccc([C@H]2[C@@H](CO)N3C(=O)CN(C(=O)c4ccccc4)C[C@H]23)cc1 | 3.23
